Apaf1 inhib: human Apaf-1 inhibition. 330,000 tested, 0.71% active. inhibition, % at 20 µM. O14727. reconstituted apoptosome caspase-3 activity, DEVD-Rh110 fluorescence. AID 489030; active means inhibition of at least 40% at 20 µM;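 further: plate controls were DMSO wells for no effect and DEVD-CHO caspase inhibitor wells for full effect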
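System: Apoptosome proteins | Medium: Hepes pH 7.5 with detergent and BSA | Also added: Cytochrome c trigger plus (Z-DEVD)2-Rh110 caspase-3 substrate | Incubation: 30 min compound preincubation, 50 min activation, room temperature | Detection: Rhodamine 110 fluorescence at Ex 480/Em 540 nm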
SENP8 block-1: inhibitors of human SENP8 protease; purified SENP8, Z-RLRGG-aminoluciferin cleavage, luminescence; inhibition, % at 10 µM; 330,000 tested, 1.2% active; AID 2540; in the data active means inhibition above about 50%
A3G deaminase: APOBEC3G (human) deaminase inhibition. recombinant A3G, ssDNA deamination FAM/TAMRA fluorescence. inhibition, % at 20 µM. 330,000 tested, 0.28% active;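 active means inhibition of at least 40% at 20 µM, with no more than 30% in the related APOBEC3A deaminase screen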;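 further: plate controls were DMSO wells with A3G for no effect and wells lacking A3G enzyme for full effect; some compounds called inactive have numbers as strong as hits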
Target sequence (Q9HC16 whole entry, looked up): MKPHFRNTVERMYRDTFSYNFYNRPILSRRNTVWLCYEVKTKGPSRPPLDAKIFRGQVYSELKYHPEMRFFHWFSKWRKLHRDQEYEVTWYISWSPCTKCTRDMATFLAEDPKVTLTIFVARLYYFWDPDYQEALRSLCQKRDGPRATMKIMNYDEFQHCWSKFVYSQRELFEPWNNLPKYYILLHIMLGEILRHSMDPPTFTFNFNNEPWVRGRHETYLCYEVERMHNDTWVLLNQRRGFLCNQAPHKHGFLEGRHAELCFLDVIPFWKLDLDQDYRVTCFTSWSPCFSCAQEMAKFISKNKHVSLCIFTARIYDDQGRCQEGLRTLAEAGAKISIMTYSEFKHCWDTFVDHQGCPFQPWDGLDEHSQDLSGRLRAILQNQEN
SENP1 inh: inhibitors of human SENP1 SUMO protease catalytic domain. Q9P0U3. recombinant SENP1 catalytic domain, CyPet-SUMO1-YPet FRET cleavage. inhibition, % at 10 µM. 360,000 tested, 0.21% active. AID 624204;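 active means inhibition at least 30% at 10 µM, raw YFP signal under a set limit, fluorescence ratio 0.5 to 1.5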;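 further: 0% = enzyme with DMSO and 100% = no enzyme wells; some results filed as inactive read as strong as hits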
Target sequence (Q9P0U3 419-644 limits assumed): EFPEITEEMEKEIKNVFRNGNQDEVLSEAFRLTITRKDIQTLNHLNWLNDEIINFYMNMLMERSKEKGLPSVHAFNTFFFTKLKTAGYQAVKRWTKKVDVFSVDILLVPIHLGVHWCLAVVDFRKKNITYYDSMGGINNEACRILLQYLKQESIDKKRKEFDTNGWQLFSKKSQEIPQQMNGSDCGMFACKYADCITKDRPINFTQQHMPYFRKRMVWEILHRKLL
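Material – human SENP1 catalytic domain · Input – SENP1 enzyme, 20 pM final · Compound dosing – single concentration of 10 µM compound, 0.5% DMSO final · Timing – enzyme reaction for 50 min at room temperature, dark · Measured by – FRET fluorescence in CFP and YFP emission channels · Control set – no-enzyme wells low, DMSO-plus-enzyme wells high control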
SENP6 inh: inhibitors of human SENP6 protease; Q9GZR1; Recombinant SENP6 catalytic domain, aminoluciferin luminescence; inhibition, % at 10 µM; 330,000 tested, 1.8% active; AID 2599;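 active means inhibition above about 50% at the single tested dose, limit read from the data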;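 further: plate controls were DMSO wells with enzyme for no effect and DMSO wells lacking enzyme for full effect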
Target sequence (Q9GZR1 628-1112 limits assumed): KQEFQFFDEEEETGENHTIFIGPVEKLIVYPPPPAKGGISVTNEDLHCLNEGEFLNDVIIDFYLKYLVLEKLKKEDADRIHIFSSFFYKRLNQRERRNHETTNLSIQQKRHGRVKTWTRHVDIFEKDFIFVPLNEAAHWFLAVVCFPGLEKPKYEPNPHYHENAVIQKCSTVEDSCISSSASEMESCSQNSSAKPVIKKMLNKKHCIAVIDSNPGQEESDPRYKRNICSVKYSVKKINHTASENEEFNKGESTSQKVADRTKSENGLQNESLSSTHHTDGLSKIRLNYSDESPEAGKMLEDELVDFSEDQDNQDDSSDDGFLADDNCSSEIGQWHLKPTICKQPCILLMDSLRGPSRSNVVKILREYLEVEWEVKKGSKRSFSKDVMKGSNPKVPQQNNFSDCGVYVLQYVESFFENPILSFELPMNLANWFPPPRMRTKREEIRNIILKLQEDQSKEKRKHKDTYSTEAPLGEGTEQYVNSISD
SENP8 block-2: SENP8 (human) protease inhibition. recombinant SENP8, Nedd8 substrate fluorescence. AID 602440. inhibition, % at 20 µM. Q96LD8. 360,000 tested, 0.64% active; in the data active means inhibition mostly above about 40%, no sharp cut-off; inactive means mostly below about 27%
UBC13 polyUb: inhibitors of human UBC13 polyubiquitin chain formation; inhibition, % at 20 µM; P61088; TR-FRET; 330,000 tested, 0.47% active; AID 485273; in the data active means inhibition above about 45%, passing the limit was not always enough
SENP7 block: SENP7 protease inhibition; recombinant SENP7, Z-RLRGG-aminoluciferin luminescence, 40 min; inhibition, % at 5 µM; 330,000 tested, 1.5% active; AID 434973;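 active means inhibition above about 50% at the single test dose, limit read from the data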;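 further: plate controls were DMSO with enzyme for no effect and no enzyme buffer wells for full effect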
* = called active by the depositor.

Each structure is followed by: UBC13 polyUb | SENP7 block | SENP8 block-1 | A3G deaminase | SENP8 block-2 | Apaf1 inhib | SENP6 inh | SENP1 inh
- CCOc1ccc(CN(C)CC(=O)c2c(N)n(Cc3ccccc3)c(=O)n(CC)c2=O)cc1OC
→ 9.1 | 11.0 | -2.4 | -4.7 | -7.3 | 0.1 | -15.2 | -7.7
- Cc1cc(C)cc(NC(=S)Nc2cccc3ccccc23)c1
→ -0.3 | 25.6 | 59.1* | 2.9 | -391.3 | 32.0 | 70.6* | -13.9
- CCOC(=O)c1c(S(=O)(=O)N2CCN(c3ccc(F)cc3)CC2)c(C)n(C)c1C
→ 0.1 | 7.4 | -2.1 | 2.0 | 3.2 | 12.9 | -20.4 | -0.9
- CCC(C)(C)NC(=O)C(c1cccn1C)N(Cc1ccc(OC)cc1)C(=O)Cn1nnc2ccccc21 (stereo unspecified)
→ -1.6 | 7.2 | -0.2 | 0.5 | 13.8 | 0.2 | 1.0 | 0.2
- CC(=O)c1cccc(NC(=O)c2c(F)c(F)c(F)c(F)c2F)c1
→ 1.7 | 2.2 | 3.1 | 4.1 | 3.1 | -0.2 | 9.1 | 3.4
- COc1ccccc1NC(=S)N1CCN(c2ccccc2F)CC1
→ 1.0 | 1.8 | -1.0 | -7.6 | 6.4 | -8.9 | 21.4 | 8.8
- CCOc1cc(/C=C/c2cccc[n+]2C)ccc1O
→ -28.3 | 3.6 | 4.0 | 32.0 | -0.6 | -17.0 | 8.6 | 8.6
- O=C(NCC1CCCO1)C1CCCN(S(=O)(=O)c2ccc(F)cc2)C1 (stereo unspecified)
→ -11.2 | -12.5 | -8.7 | -13.1 | 13.2 | 3.0 | -13.3 | 1.4
- CCc1nnc(NC(=O)CCC(=O)NCc2ccc(C)cc2)s1
→ -5.6 | -15.6 | -8.8 | -3.8 | 6.2 | 5.1 | -1.0 | 2.4
- CC1=C/C(=N\NC(=S)NCc2ccccc2)CC1
→ -4.9 | -1.9 | -5.1 | -1.4 | 20.8 | -0.3 | 4.9 | 1.6
- CCN(CC)C(=S)Nc1c(C)n(C)n(-c2ccccc2)c1=O
→ 3.6 | 5.2 | -2.0 | 3.0 | 15.7 | -3.7 | -9.6 | 4.5
- O=C(O)c1cccc(S(=O)(=O)N2CCN(C(c3ccccc3)c3ccccc3)CC2)c1
→ -11.0 | -5.0 | -9.1 | -5.6 | 4.4 | 21.1 | -14.9 | 5.9
- O=C(O)c1cccc2c1C(=O)N(Cc1ccccc1)C2
→ -4.0 | 3.0 | -7.0 | -8.1 | 7.3 | 11.0 | -6.0 | -0.6
- Cc1ccc(O)c(N/C=C/C(=O)c2ccc(F)cc2)c1
→ -1.1 | 68.4* | 79.6* | 0.5 | -39.9 | 18.0 | 82.4* | -22.6
- COc1ccc(CCNC(=O)COc2nncc3ccccc23)cc1
→ -7.9 | -1.6 | -5.4 | -5.6 | 0.5 | 0.2 | -11.8 | 2.3
- N#CCN=C(c1ccccc1)c1ccccc1
→ -1.9 | 4.2 | -10.2 | -7.2 | 17.9 | -0.4 | 2.0 | -0.4
- COC(=O)c1ccc(C(=O)OC)c(NC2=NS(=O)(=O)c3ccccc32)c1
→ 25.1 | -9.3 | -3.7 | -2.5 | -126.3 | -12.2 | -19.2 | -4.2
- O=C(Cc1ccc(Cl)cc1)Nc1ccc(Br)cc1
→ 9.5 | 7.2 | -4.6 | -4.4 | 16.4 | 3.3 | -1.1 | 1.3
- Cn1c(NC(=O)c2ccc(S(=O)(=O)N3CCCCC3)cc2)cc(=O)n(C)c1=O
→ -2.5 | 3.5 | -3.9 | -7.2 | 6.9 | -6.8 | -8.7 | 1.9
- O=c1c(Cc2c(F)cccc2Cl)c(O)ccn1C1CCCCCC1
→ 2.2 | -2.4 | 2.4 | -6.8 | 14.9 | 2.9 | -3.1 | 1.1
- CCOc1ccc(C(C(=O)NCC2CCCO2)N(C(=O)c2snc(C(N)=O)c2N)c2ccc3c(c2)OCCO3)cc1 (stereo unspecified)
→ 68.8* | -8.6 | -2.3 | -5.7 | -253.8 | 14.1 | -3.8 | -13.3
- Cc1ccc(S(=O)(=O)NCC(=O)N2CCN(c3ccccn3)CC2)cc1
→ 4.8 | -1.3 | 1.8 | -1.9 | 1.5 | -23.1 | 3.4 | 2.8
- CCOc1ccc(OCc2ccc(C(=O)NCc3ccncc3)o2)cc1
→ 3.4 | -5.3 | -5.5 | -3.9 | 2.9 | -17.7 | -13.4 | 1.0
- C/C(=N\O)c1noc(C)c1C(=O)Nc1nccs1
→ 1.4 | -6.4 | -1.1 | 2.6 | 3.0 | 7.4 | 8.2 | 2.4
- COc1cccc(N2CCN(CC(=O)NC(C)c3ccccc3)CC2)c1 (stereo unspecified)
→ -6.4 | 2.6 | -0.7 | -9.4 | 3.5 | 0.3 | -1.7 | 0.2
- COc1cc(C(C)=O)ccc1OCC(=O)Nc1ccccc1N1CCCC1
→ 7.2 | -8.8 | -5.1 | -7.8 | 3.7 | -1.6 | -7.3 | 1.2
- Cc1cc2[nH]c3ccccc3c2cn1
→ 3.7 | 1.7 | 1.6 | -2.5 | -71.3 | -12.3 | 0.1 | -4.0
- Clc1ccc(NCn2cncn2)nc1
→ 3.2 | -2.2 | 1.7 | -6.0 | 6.4 | -14.4 | 12.2 | 3.4
- CC(NCc1ccncc1)C12CC3CC(CC(C3)C1)C2 (stereo unspecified)
→ 2.6 | -2.6 | -2.1 | -16.2 | 9.2 | -3.1 | 3.5 | 4.3
- CCn1c(SCC(=O)N2CCCC2=O)nnc1-c1cccs1
→ 3.6 | 6.9 | 0.7 | -3.1 | -5.7 | 1.5 | -2.1 | 0.6

3 entries picked at random from the list so far:
Each structure is followed by: UBC13 polyUb | SENP7 block | SENP8 block-1 | A3G deaminase | SENP8 block-2 | Apaf1 inhib | SENP6 inh | SENP1 inh
- Cc1cc(C)cc(NC(=S)Nc2cccc3ccccc23)c1
→ -0.3 | 25.6 | 59.1* | 2.9 | -391.3 | 32.0 | 70.6* | -13.9
- CCOC(=O)c1c(S(=O)(=O)N2CCN(c3ccc(F)cc3)CC2)c(C)n(C)c1C
→ 0.1 | 7.4 | -2.1 | 2.0 | 3.2 | 12.9 | -20.4 | -0.9
- CCc1nnc(NC(=O)CCC(=O)NCc2ccc(C)cc2)s1
→ -5.6 | -15.6 | -8.8 | -3.8 | 6.2 | 5.1 | -1.0 | 2.4

(cont.)
Each structure is followed by: UBC13 polyUb | SENP7 block | SENP8 block-1 | A3G deaminase | SENP8 block-2 | Apaf1 inhib | SENP6 inh | SENP1 inh
- Cc1cc(-c2n[nH]c(=S)n2Cc2ccccc2)cs1
→ -1.0 | 3.3 | 1.9 | 28.7 | 0.3 | -4.2 | -0.2 | 1.3
- Cc1ccc(C(C(=O)NC2CCCCC2)N(Cc2ccccc2)C(=O)Cc2c[nH]c3ccccc23)o1 (stereo unspecified)
→ -12.5 | -9.4 | -4.0 | -8.8 | 6.6 | 35.0 | -10.6 | -4.2
- CCOC(=O)C1=C(c2ccccc2)NC(=S)NC1c1ccc(Cl)cc1 (stereo unspecified)
→ 6.9 | -1.5 | -5.9 | -10.7 | 13.7 | 8.4 | -8.5 | -0.8
- CCOC(=O)c1cnc(SC)nc1Nc1cccc2ccccc12
→ -0.4 | 8.9 | -6.2 | -3.5 | 28.9 | 26.0 | -4.1 | 0.7
- CCc1ccc(NC(=O)CSc2nc(=O)n3cc(C)ccc3n2)cc1
→ -6.7 | -3.6 | -0.8 | -8.4 | -11.6 | 2.6 | -5.7 | 1.6
- CC(=O)OCC[n+]1c(C)n(-c2ccccc2)c2ccc(Cl)cc21
→ -13.3 | 1.8 | -7.4 | 11.4 | 15.6 | -0.2 | -0.6 | 1.7
- COc1ccccc1NC(=S)NCC1CCCCC1
→ -10.1 | -2.7 | -9.8 | -3.4 | 20.0 | 3.5 | 1.4 | -0.5
- O=C(O)CC/C(=N/NC(=O)CNC(=O)C(c1ccccc1)c1ccccc1)c1ccccc1
→ 7.1 | 1.0 | 1.2 | -9.4 | 20.7 | -2.0 | -3.7 | 3.6
- Cc1ccc(C)c(S(=O)(=O)N2CCN(C(=O)c3ccc(-n4cncn4)c([N+](=O)[O-])c3)CC2)c1
→ -3.2 | 0.5 | 9.2 | -4.1 | 15.2 | -0.8 | -3.2 | 1.5
- CC1CCC(NC(=O)C2CC(=O)N(c3ccc(Cl)cc3)C2)CC1 (stereo unspecified)
→ 0.9 | 7.8 | 5.2 | 2.6 | 11.9 | 2.8 | -10.3 | -0.6
- COC(=O)[C@@H]1C[C@@H](c2ccccc2)[C@H](C)C1(C)C
→ -3.2 | 3.6 | -4.5 | -11.6 | 6.2 | 0.0 | -9.0 | 1.7
- CCC/C(O)=C1\C(=O)CC(c2ccccc2)CC1=NCCc1c(C)[nH]c2ccccc12 (stereo unspecified)
→ 1.7 | 7.3 | -4.9 | 3.2 | 10.7 | 26.0 | -15.9 | 0.4
- Cc1cc(C(=O)CSc2nnnn2C)c(C)n1-c1ccc2c(c1)OCCO2
→ -11.9 | -7.4 | -7.3 | -8.3 | 9.0 | 20.5 | -7.2 | -0.6
- CC(C)(C)C(=O)COC(=O)CNC(=O)c1ccc(Oc2ccccc2)cc1
→ 7.4 | -4.8 | -0.8 | 2.0 | 4.7 | 4.5 | -6.4 | 2.8
- CCOC(=O)c1ccc(COC(=O)c2nonc2N)cc1
→ -10.6 | -3.9 | -21.7 | -4.6 | 13.5 | 1.2 | 1.8 | 0.8
- COc1ccc(/C=N/NC(=O)c2ccc(NC(=O)c3cccc([N+](=O)[O-])c3)cc2)c(C(=O)O)c1OC
→ -2.6 | -2.8 | -6.7 | -3.5 | -18.0 | 4.4 | -5.0 | 0.9
- O=C(C[C@H]1C/C=C\C[C@H](NC(=O)OCC2c3ccccc3-c3ccccc32)C(=O)OC[C@@H]2CCCN2C1=O)N[C@H](CO)Cc1ccccc1
→ 16.0 | 5.2 | -1.6 | 20.9 | -1.8 | 25.1 | 6.2 | -3.0
- O=C(CN1CCN(C(=O)c2ccccc2)CC1)Nc1ncc(Br)cc1Br
→ -2.2 | -2.6 | -5.8 | -3.8 | 9.5 | 3.8 | -8.8 | -2.7
- CCN(c1ccccc1)S(=O)(=O)c1cc(C(=O)Nc2ccc(F)c(F)c2)ccc1F
→ -0.4 | 2.1 | -3.7 | -1.4 | 6.6 | 2.1 | -16.6 | 1.2
- COCc1c(C(=O)OCC(=O)NCCc2ccc(S(N)(=O)=O)cc2)oc2ccccc12
→ 4.4 | 4.4 | 5.5 | -6.8 | 3.5 | -4.3 | 6.1 | 1.0
- O=C(Nc1ccc(Cl)cc1)OCc1cncs1
→ -4.0 | 0.4 | -3.6 | -3.0 | 30.5 | 7.5 | -1.6 | 2.5
- COc1ccccc1Oc1ncnc2c1oc1ccccc12
→ 7.4 | 2.7 | -4.1 | -8.6 | 11.0 | -0.4 | 5.3 | 0.5
- CCc1cccc(C)c1NC(=O)c1cc(=O)[nH]c2ccc(S(=O)(=O)N3CCOCC3)cc12
→ 1.7 | -2.9 | 9.1 | 3.1 | -44.0 | -8.3 | -11.5 | 1.0
- COc1cccc(NC(=O)C(=O)c2cn(CC(=O)N3CCOCC3)c3ccccc23)c1
→ -14.8 | -16.0 | -11.3 | -3.1 | -51.3 | 7.1 | -0.8 | -4.9
- COC(=O)c1ccc(/C=C2\SC(=S)N(CCCC(=O)NCCCN3CCOCC3)C2=O)cc1
→ 0.8 | 2.8 | -1.9 | -3.4 | 14.3 | -2.1 | -7.2 | -8.2
- O=C(O)COc1ccc(NC(=O)C(c2ccccc2)c2ccccc2)cc1
→ 1.6 | 3.5 | -4.0 | -4.9 | 18.5 | -2.3 | 9.1 | 2.0
- COc1cccc(NC(=O)CN(C)C(=O)c2cc(-c3ccc(F)cc3)nc3ccccc23)c1
→ 1.3 | -13.2 | -9.0 | -7.3 | -105.9 | 11.1 | -14.3 | -0.1

Assay outcomes from PubChem BioAssay.
